Screening results as filed in PubChem BioAssay.
APEX1 inh: inhibitors of human APE1 endonuclease | recombinant APE1, TAMRA/BHQ-2 abasic DNA cleavage fluorescence | AID 2517 | Potency, µM (highest dose often 65.8 µM), for the others: at the top dose activity change, negative = inhibition, actives largely listed as inhibitors | P27695 | 350,000 compounds, 0.35% hits; active = well fitted inhibition curve with a large enough effect; inconclusive = small, poorly fitted or top-dose-only effect; inactive = no such curve, though single readings can be large or run the other way;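 note: plate controls were vehicle for no effect and reference inhibitor for full effect; nearly all actives have a fitted effect of over 55% in size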
Target sequence (P27695 whole entry, looked up): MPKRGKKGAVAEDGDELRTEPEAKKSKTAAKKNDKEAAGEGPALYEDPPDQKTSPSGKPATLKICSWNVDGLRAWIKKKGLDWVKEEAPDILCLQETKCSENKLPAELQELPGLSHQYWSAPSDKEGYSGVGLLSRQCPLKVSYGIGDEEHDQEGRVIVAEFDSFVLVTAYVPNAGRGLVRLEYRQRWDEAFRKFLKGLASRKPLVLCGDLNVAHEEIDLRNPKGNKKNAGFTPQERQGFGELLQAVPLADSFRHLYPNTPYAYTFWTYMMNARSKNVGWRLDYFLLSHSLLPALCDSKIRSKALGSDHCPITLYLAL
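Substrate: short duplex with […] THF abasic site, 5'-TAMRA and 3'-BHQ-2, 50 nM final. APE1 at 0.75 nM, preincubated 15 min RT with compound. Fluorescence increase from first to third read measured activity.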
An asterisk follows results filed as active; ? = inconclusive; & = joins results of further samples; [ ] = another dose, or the depositor's remark. Potency is the fitted concentration of half-maximal effect.

no.	SMILES	APEX1 inh
1	NCCC[C@@H](CC(=O)N[C@@H]1CCCC[C@H]1C(=O)N[C@H](CC(=O)N[C@@H](CCC(=O)O)CC(=O)O)Cc1c[nH]c2ccccc12)NC(=O)C[C@H](Cc1ccccc1)NC(=O)[C@@H]1CCCC[C@H]1N	20.8%
2	O=C(Nc1ccc2c(c1)OCCO2)c1cnn2c1NC(=C1CC1)C=C2C(F)F	22.2%
3	N#Cc1c(-c2ccc(C(F)(F)F)cc2)no[n+]1[O-]	-2.0%
4	C=CCOC(=O)N[C@H](/C(C(=O)OC)=C(\C)NCc1ccccc1)c1ccc2c(c1)OCO2	7.4%
5	COc1cccc([C@@H]2Oc3ccc(OC)cc3C[C@H]2OC(=O)NS(=O)(=O)c2ccc(F)cc2)c1	1.1%
6	CCCCC/C=C\C/C=C\C/C=C\C/C=C\CCCCCC(=O)NCCc1ccc(O)c(O)c1	-1.1%
7	COC(=O)NC(c1ccccc1)c1c[nH]c2ccc(OC)cc12 (centres undefined)	2.4%
8	O=[N+]([O-])c1ccc(CCO)cc1	-10.2%
9	CCOC(=O)C1CCN(c2nc(-c3ccc(Br)cc3)cs2)CC1	56.4%[activator]
10	CCOC(=O)CNC(=O)O[C@@H]1C(=O)c2cc(OC)ccc2O[C@H]1c1cccc(OC)c1	1.5%
11	COc1ccc(-c2nc3c(c4c2C[C@H](c2ccccc2)OC4)CN(C(=O)NCCc2c[nH]c4ccccc24)CC3)c(C)c1	0.4%[12.4 µM]
12	CCCCNC(=O)C(C1CCCCC1)N(CCN(C)C)C(=O)CCCN1C(=O)NC(c2ccc(-c3ccccc3)cc2)C(C(=O)OCc2ccccc2)=C1C (centres undefined)	0.6%
13	C=CCOC(=O)NC(c1ccc(F)c(F)c1)S(=O)(=O)c1ccc(Cl)cc1 (centres undefined)	-0.7%
14	Nc1ccccc1C(=O)/C=C/c1ccccc1	3.4%
15	c1ccccc1	1.7%&1.0%
16	O=[N+]([O-])c1cccc(C(F)(F)F)c1	1.1%
17	COC(=O)C(C(C)=O)C1c2ccccc2C=C(C)N1C(=O)OC (centres undefined)	-1.8%[12.4 µM]
18	N#CCCCS(=O)(=O)c1nnnn1-c1ccc(F)cc1Br	3.4%
19	Nc1ccccc1S(=O)(=O)O	?
20	NCCC[C@@H](CC(=O)N[C@@H]1CCCC[C@H]1C(=O)N[C@H](CC(=O)N[C@@H](CCC(=O)O)CC(=O)O)Cc1c[nH]c2ccccc12)NC(=O)C[C@H](Cc1ccccc1)NC(=O)[C@@H]1CNCC[C@H]1N	1.7%
21	Cn1ccc2cc(-c3ccc4ncnc(NCc5cccnc5)c4c3)ccc21	27.0%
22	Cc1ccc(S(=O)(=O)NC(=O)O[C@@H]2C(=O)c3cc(Br)ccc3O[C@H]2c2ccc3c(c2)OCO3)cc1	1.5%
23	COC(=O)CC1c2ccccc2C(Cc2ccc(OC)cc2)C(C)N1C(=O)OC (centres undefined)	-3.1%[12.4 µM]
24	COc1cccc(CC(=O)N2CCc3nc(-c4ccccc4)c4c(c3C2)CO[C@@H](C)C4)c1	6.8%[12.4 µM]
25	COc1ccc2c(c1)O[C@@H](c1cccc(C(F)(F)F)c1)[C@H](OC(=O)NCc1ccco1)C2=O	2.0%
26	CC(C)C[C@@H](CC(=O)N[C@@H](CCC(=O)O)CC(=O)O)NC(=O)[C@@H]1CNCC[C@H]1NC(=O)C[C@H](CCCN)NC(=O)C[C@H](Cc1c[nH]c2ccccc12)NC(=O)[C@@H]1CNCC[C@H]1N	1.7%
27	Nc1ccccc1[N+](=O)[O-]	-0.2%
28	Cc1cccc2sc(N)nc12	0.9%
29	C[C@H]1/C=C\CC(=O)NCc2cccc(c2)CNC(=O)N[C@H]1c1ccccc1	0.5%
30	C=CCn1c(=O)n(CC=C)c(=O)n(CC=C)c1=O	0.9%
31	O=C(Oc1ccccc1)C1O[C@@H]1c1ccccc1 (some centres undefined)	1.3%
32	COc1cccc([C@@H]2Oc3ccc(Br)cc3C(=O)[C@H]2OC(=O)Nc2ccc(OC(F)F)cc2)c1	-5.2%
33	CC(C)S	8.0%
34	C=CC1=C2C=C(C3CC3)N(CCOC)C=C2C(=O)C(C)(OC(=O)c2ccco2)C1=O (centres undefined)	-3.5%[12.4 µM]
35	O=[N+]([O-])c1cc(N(CCO)CCO)ccc1NCCO	9.7%
36	CC(C)Cn1nnnc1S(=O)(=O)CCc1ccccc1	-0.4%
37	CC[C@@H](C)CCCCC(=O)N[C@@H](CCNCS(=O)(=O)O)C(=O)N[C@H](C(=O)N[C@@H](CCNCS(=O)(=O)O)C(=O)N[C@H]1CCNC(=O)[C@H]([C@@H](C)O)NC(=O)[C@H](CCNCS(=O)(=O)O)NC(=O)[C@H](CCNCS(=O)(=O)O)NC(=O)[C@H](CC(C)C)NC(=O)[C@@H](CC(C)C)NC(=O)[C@H](CCNCS(=O)(=O)O)NC1=O)[C@@H](C)O	9.4%
38	CC(C)(C)OC(=O)NCCCCC1=CC2=CC(=O)C(C)(OC(=O)c3cccs3)C(=O)C2=CO1 (centres undefined)	1.4%
39	COC(=O)NC1C=CCCC1C(C)=O (centres undefined)	2.5%
40	C=C(C)C(=O)/C=C/c1ccc(C(F)(F)F)cc1	11.7%
41	Nc1cc(Cl)c(N)c(Cl)c1	20.4%
42	NC(=O)CCCCC(N)=O	0.4%
43	COC(=O)[C@@H](NC(=O)O[C@@H]1C(=O)c2cc(Br)ccc2O[C@H]1c1ccc2c(c1)OCO2)C(C)C	-3.4%
44	COC(=O)C=P(c1ccccc1)(c1ccccc1)c1ccccc1	-1.5%
45	C#CCOCCOCCOCCNc1nc(N2CCN(C(=O)CCCCCCCCCCNC(=O)[C@H]([C@@H](C)CC)n3cc(CCCCN=C(N)N)nn3)CC2)nc(N2CCN(C(=O)CCCCCCCCCCNC(=O)[C@H](CCCN=C(N)N)n3cc(C[C@@H](C)CC)nn3)CC2)n1	?
46	NCCC[C@@H](CC(=O)N[C@@H]1CCCC[C@H]1C(=O)N[C@H](CC(=O)N[C@@H](CCC(=O)O)CC(=O)O)Cc1ccccc1)NC(=O)C[C@H](Cc1c[nH]c2ccccc12)NC(=O)[C@@H]1CCCC[C@H]1N	3.3%
47	CCC(=O)OC1(C)C(=O)C=C2C=C(CCCCNC(=O)OC(C)(C)C)OC=C2C1=O (centres undefined)	2.0%
48	O=C=Nc1ccc(Cc2ccc(N=C=O)cc2)cc1	2.6%

Quoted at random: 4 records from the list, in no set order.
no.	SMILES	APEX1 inh
45	C#CCOCCOCCOCCNc1nc(N2CCN(C(=O)CCCCCCCCCCNC(=O)[C@H]([C@@H](C)CC)n3cc(CCCCN=C(N)N)nn3)CC2)nc(N2CCN(C(=O)CCCCCCCCCCNC(=O)[C@H](CCCN=C(N)N)n3cc(C[C@@H](C)CC)nn3)CC2)n1	?
46	NCCC[C@@H](CC(=O)N[C@@H]1CCCC[C@H]1C(=O)N[C@H](CC(=O)N[C@@H](CCC(=O)O)CC(=O)O)Cc1ccccc1)NC(=O)C[C@H](Cc1c[nH]c2ccccc12)NC(=O)[C@@H]1CCCC[C@H]1N	3.3%
43	COC(=O)[C@@H](NC(=O)O[C@@H]1C(=O)c2cc(Br)ccc2O[C@H]1c1ccc2c(c1)OCO2)C(C)C	-3.4%
47	CCC(=O)OC1(C)C(=O)C=C2C=C(CCCCNC(=O)OC(C)(C)C)OC=C2C1=O (centres undefined)	2.0%

Additional compounds.
no.	SMILES	APEX1 inh
49	CC/C=C1/OC(=O)c2ccccc21	4.0%
50	COC(=O)C/C=C/[C@@H](C)[C@H](O)c1ccccc1Br	3.5%
51	C=C(C#N)C(=O)OCC	2.8%
52	CC(=O)NC(c1cc(F)c2cccnc2c1O)C(C)C (centres undefined)	17.4%
53	CCOC(=O)CNc1oc(-c2ccccc2)nc1-c1ccccc1	?
54	COC(=O)CCC(=O)c1ccc(OC)c(Cl)c1	56.4%[activator]
55	NC(=O)C1CCN(c2nc(-c3ccc(Cl)cc3)cs2)CC1	4.6%
56	CCOC(=O)CCCNC(=O)N1CCc2nc(-c3ccccc3)c3c(c2C1)CO[C@@H](C)C3	-2.1%[12.4 µM]
57	CCCCC/C=C\C/C=C\C/C=C\CCCCCCC(=O)NCCc1ccc(O)c(O)c1	-2.0%
58	CNc1oc(-c2cccc(Br)c2)nc1C#N	25.4%
59	CCCCC1=CC2=CC(=O)C(C)(OC(=O)CC)C(=O)C2=CN1c1ccncc1 (centres undefined)	-0.3%[12.4 µM]
60	C=CCN1c2ccccc2[C@]23C[C@@H](C(=O)OC)N(S(=O)(=O)c4ccc(C(F)(F)F)cc4)C2=NC(C(=O)OC)=C(C(=O)OC)[C@H]13	-1.9%[12.4 µM]
61	COc1ccc(OC)c(Nc2nn3c(=O)c4ccccc4nc3s2)c1	-23.9%
62	CC(C)C[C@@H](CC(=O)N[C@H](CC(=O)N[C@@H]1CCNC[C@H]1C(=O)N[C@H](CC(=O)N[C@@H](CCC(=O)O)CC(=O)O)CC(C)C)C(C)C)NC(=O)[C@@H]1CNCC[C@H]1N	1.8%
63	C=CCN1c2ccccc2[C@]23C[C@@H](C(=O)OC)N(S(=O)(=O)CCCC)C2=NC(C(=O)OC)=C(C(=O)OC)[C@H]13	-0.9%[12.4 µM]
64	C#CCOCCOCCOCCNc1nc(N2CCN(C(=O)CCCCCCCCCCNC(=O)[C@H](CCCN=C(N)N)n3cc(C[C@@H](C)CC)nn3)CC2)nc(N2CCN(C(=O)CCCCCCCCCCNC(=O)[C@@H]([C@H](C)CC)n3cc(CCCCCN)nn3)CC2)n1	?
65	Nc1c(Cl)cc(Cl)cc1Cl	2.7%
66	CC(C)C[C@@H](CC(=O)N[C@@H](CCC(=O)O)CC(=O)O)NC(=O)[C@@H]1CNCC[C@H]1NC(=O)C[C@H](CCCN)NC(=O)C[C@H](Cc1ccccc1)NC(=O)[C@@H]1CCCC[C@H]1N	5.5%
67	COC(=O)C1=C(C(=O)OC)[C@@H]2Nc3ccccc3[C@@]23C[C@@H](C(=O)OC)N(S(=O)(=O)c2cccs2)C3=N1	-3.0%[12.4 µM]
68	COC(=O)NC(CCc1ccccc1)C(C(C)=O)C(=O)OC (centres undefined)	-0.7%
69	CC(C)[C@@H](CC(=O)N[C@@H]1CCCC[C@H]1C(=O)N[C@H](CC(=O)N[C@@H](CCC(=O)O)CC(=O)O)Cc1ccccc1)NC(=O)C[C@H](Cc1ccccc1)NC(=O)[C@@H]1CCCC[C@H]1N	15.1%
70	COc1ccc(C2=Nn3c(nnc3-c3ccccc3C(F)(F)F)SC2)cc1OCC1CC1	0.0%
71	C=CC[N@@+]12CC[C@@]34c5ccccc5N5/C=C6/[C@H]7C[C@H]8[C@@]9(CC[N@@+]8(CC=C)C/C7=C/CO)c7ccccc7N(/C=C(/[C@@H](C[C@@H]31)/C(=C\CO)C2)[C@H]54)[C@@H]69	-0.6%[21 µM]
72	CC(C)C[C@@H](CC(=O)N[C@@H](CCC(=O)O)CC(=O)O)NC(=O)[C@@H]1CNCC[C@H]1NC(=O)C[C@@H](NC(=O)C[C@H](Cc1ccccc1)NC(=O)[C@@H]1CCCC[C@H]1N)C(C)C	12.8%
73	COC(=O)CCC(=O)OC1(C)C(=O)C=C2C=C(c3ccc(C#N)cc3)OC=C2C1=O (centres undefined)	-2.5%&12.9%
74	C[C@H]1Cc2c(-c3ccccc3)nc3c(c2CO1)CN(C(=O)Nc1cccc(C#N)c1)CC3	-1.3%[12.4 µM]
75	ClCCCl	4.1%
76	O=C(Nc1ccc(Cl)cc1)c1nc[nH]c1C(=O)NCCCNC(=O)c1[nH]cnc1C(=O)Nc1ccc(Cl)cc1	-14.5%
77	CCCC=O	0.9%
78	COC(=O)C1(C(=O)OC)CC(CO)C(=O)[C@H]1c1ccccc1 (some centres undefined)	-3.8%&0.3%
79	CC/C=C\C/C=C\C/C=C\C/C=C\C/C=C\C/C=C\CCC(N)=O	-0.4%
80	Cn1c2ccsc2c2cnn(Cc3ccc(F)cc3)c(=O)c21	9.5%
81	CCCCC1=CC2=CC(=O)C(C)(OC(=O)CCC(=O)OC)C(=O)C2=CO1 (centres undefined)	-0.4%
82	CC1(O)C(=O)C=C2C=C(c3ccc(C#N)cc3)OC=C2C1=O (centres undefined)	1.3%
83	COCOc1cc(OC)ccc1C(=O)/C=C/c1ccc([N+](=O)[O-])cc1	-0.6%
84	CCCCCCCCCCCCCCCC(=O)OC[C@H](O)[C@H]1OC(=O)C(O)=C1O	8.91µM*
85	COc1ccc2c(c1)O[C@@H](c1cccc(C(F)(F)F)c1)[C@H](OC(=O)NC1CCCC1)C2=O	18.4%
86	CC#N	4.7%
87	CCCCC(CC)CN (centres undefined)	-1.7%&-2.4%
88	COc1cccc([C@@H]2Oc3ccc(Br)cc3C(=O)[C@H]2OC(=O)Nc2cc(OC)c(OC)c(OC)c2)c1	-8.5%
89	NCCC[C@@H](CC(=O)N[C@@H]1CCNC[C@H]1C(=O)N[C@H](CC(=O)N[C@@H](CCC(=O)O)CC(=O)O)Cc1ccccc1)NC(=O)C[C@H](Cc1c[nH]c2ccccc12)NC(=O)[C@@H]1CNCC[C@H]1N	1.9%
90	CCCCC/C=C\C/C=C\C/C=C\CCCCC(=O)NCC(=O)O	2.5%
91	Cc1ccc(CNc2ccc(N3CCN(C(=O)OC(C)(C)C)CC3)cc2)cc1	-2.2%
92	CC(C)(C)OC(=O)NCCOCCOCCOc1ccc(-c2no[n+]([O-])c2C#N)cc1	-2.4%
93	COC(=O)[C@@H]1C=C[C@H](C)[C@H](CCOc2ccccc2)O1	3.3%
94	C=CCC(C)(O)/C=C/c1ccccc1 (centres undefined)	17.3%
95	C[C@H]1Cc2c(-c3ccccc3)nc3c(c2CO1)CN(C(=O)c1cc(I)ccc1F)CC3	-5.7%[12.4 µM]
96	C=CCOC(=O)N[C@H](/C(C(=O)OC)=C(\C)NCc1ccccc1)c1cccc(F)c1	1.9%
97	CC(C)(C)Nc1oc(-c2ccccc2)nc1-c1ccccc1	6.9%
98	COc1cc2c(cc1OC)[C@@H](c1ccccc1)CN(C)CC2	-1.6%
99	C=CCOC(=O)N[C@@H](c1cccs1)C(C(C)=O)C(C)=O	-2.0%

Not all compounds are listed; the hit share may differ from the screen's.
